Assay outcomes deposited in PubChem BioAssay by several laboratories.
hERG rescue: hERG rescue from dofetilide block, primary screen, cell-based, CHO-hERG, FluxOR thallium flux, dofetilide IC70; Voltage-gated inwardly rectifying potassium channel KCNH2 (Homo sapiens), Q12809; dofetilide IC70 present; activation (rescue from dofetilide block), less the hit threshold, % at 10 µM; actives 0.51% (n = 310,000); AID 1511, 2009;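 active = activation above the mean of controls blocked by dofetilide plus 5 SD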;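 also: thallium influx through hERG after potassium depolarization seen as dye fluorescence rise; in these data hits start at about 4.7%; inactives centre near -7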
KCNQ1 inh: inhibitors of human KCNQ1 channel, primary screen, cell-based, thallium flux, high-throughput | Potassium voltage-gated channel subfamily KQT member 1 (Homo sapiens), P51787 | CHO-K1 KCNQ1, FluxOR thallium flux fluorescence; hits give high values | B-score at 10 µM | actives 1.3% (n = 310,000);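 active = compounds whose thallium flux B-score, printed positive for inhibition, exceeds three library SD while starting fluorescence stays within three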;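 also: channel opened by potassium depolarization with thallium stimulus after 20 min compound exposure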
PolyA inh: polyadenylation inhibitors in yeast reporter cells, primary screen, luminescence, S. cerevisiae | S. cerevisiae SKY197-pL101 polyadenylation reporter, beta-gal luminescence; efflux-impaired pdr1/pdr3 knockout yeast; score 100 = 6 SD above DMSO | calls only at 12 µM | actives 0.02% (n = 300,000) | AID 1875, 2009;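 active = lowest replicate activity score at least 50, where 100 means six control SD above control mean; inconclusive = lowest score under 50 but half or more replicates reach 50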;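 also: yeast exposed to compound for 9 h at 30 °C; higher score means more reporter readthrough which indicates perturbed polyadenylation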
KCNK9 block: KCNK9 potassium channel inhibitors, primary screen, HEK293 cells, thallium flux; Potassium channel subfamily K member 9 (Homo sapiens), Q9NPC2; FluxOR thallium flux fluorescence; hits give low values; B-score at 10 µM; actives 1.2% (n = 310,000);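 active = ratio B-score over 3 SD below the library mean, with starting fluorescence within 5 SD of its mean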;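 also: negative B-score means less thallium flux so channel inhibition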
Platelet DG rel: inhibitors of platelet dense granule secretion, primary screen, cell-based, MLPCN, human platelets; human platelet-rich plasma, SFLLRN dense granule ATP release, luminescence; inhibition, %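 (compounds screened at 7.5 µM in platelet-rich plasma)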; actives 0.22% (n = 300,000);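 active = mean replicate score, as percent of positive control, at or above 50; inconclusive = mean below 50 but at least one replicate at or above 50; inactive = mean and every replicate below 50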
TRPC4 potent: positive allosteric modulators of TRPC4, primary screen, cell-based, mouse TRPC4beta, HEK293 mu-opioid, Fluo-4 calcium | B-score at 10 µM | actives 0.42% (n = 310,000) | DAMGO EC20, Fluo-4 Ca2+ flux; hits give high values | Short transient receptor potential channel 4 (Mus musculus), Q9QUQ5;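 active = B-score of calcium response area above 5 SD of library B-scores, with initial fluorescence ratio within 5 SD of library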;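 also: B-score of integrated fluorescence ratio over time as area under calcium response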
Target sequence (Q9QUQ5 whole entry, looked up): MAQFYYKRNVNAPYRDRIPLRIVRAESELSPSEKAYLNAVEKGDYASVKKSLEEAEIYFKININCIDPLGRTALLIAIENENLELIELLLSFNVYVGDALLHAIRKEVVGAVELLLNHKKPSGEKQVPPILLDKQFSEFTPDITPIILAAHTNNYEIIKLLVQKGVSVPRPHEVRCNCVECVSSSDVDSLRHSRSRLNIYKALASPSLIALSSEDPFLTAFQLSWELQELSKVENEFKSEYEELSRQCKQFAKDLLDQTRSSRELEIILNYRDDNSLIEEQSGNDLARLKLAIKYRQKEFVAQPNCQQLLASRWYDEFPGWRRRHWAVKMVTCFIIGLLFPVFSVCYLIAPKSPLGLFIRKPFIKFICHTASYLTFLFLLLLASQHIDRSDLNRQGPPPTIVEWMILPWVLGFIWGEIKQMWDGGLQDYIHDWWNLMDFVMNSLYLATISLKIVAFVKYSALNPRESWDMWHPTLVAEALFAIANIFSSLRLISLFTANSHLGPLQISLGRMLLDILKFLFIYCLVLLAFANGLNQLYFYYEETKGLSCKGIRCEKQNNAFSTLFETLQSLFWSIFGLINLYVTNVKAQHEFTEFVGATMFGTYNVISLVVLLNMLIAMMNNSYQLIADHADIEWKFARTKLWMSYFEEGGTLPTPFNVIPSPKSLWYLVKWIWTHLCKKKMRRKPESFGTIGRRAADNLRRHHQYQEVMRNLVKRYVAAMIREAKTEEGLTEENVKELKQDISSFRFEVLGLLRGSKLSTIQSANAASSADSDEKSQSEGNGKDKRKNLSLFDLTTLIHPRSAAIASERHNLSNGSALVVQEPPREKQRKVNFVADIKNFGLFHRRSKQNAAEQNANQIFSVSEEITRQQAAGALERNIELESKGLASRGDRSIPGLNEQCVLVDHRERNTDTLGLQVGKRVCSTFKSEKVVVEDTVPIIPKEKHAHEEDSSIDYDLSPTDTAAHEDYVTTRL
KCNQ1 pot: potentiators or activators of KCNQ1 channel, primary screen, cell-based, thallium flux, high-throughput; AID 2648, 2010; CHO-K1 KCNQ1, thallium flux FluxOR fluorescence; hits give high values; actives 0.35% (n = 310,000); Potassium voltage-gated channel subfamily KQT member 1 (Homo sapiens), P51787; B-score at 10 µM;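 active = fluorescence ratio B-score, a plate-corrected score, at least three library SD, with initial intensity B-score within 5 SD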
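Assay system: CHO-K1 cells stably expressing KCNQ1; Medium: assay buffer with matched DMSO; Also added: K+/Tl+ depolarizing stimulus; Dosing: single dose; Timing: dye 90 min, compound 20 min, room temperature; Measured by: kinetic FluxOR thallium fluorescence, 10-s 1-Hz baseline, 110-s post-stimulus read; Read-out: peak-minus-minimum fluorescence over initial fluorescence, negative-control normalized, B-scored.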
TRPC4 agonist: activators of mouse TRPC4 channel, primary screen, Fluo4 calcium, HEK293 TRPC4beta/mu-opioid cells; Short transient receptor potential channel 4 (Mus musculus), Q9QUQ5; Fluo4 calcium fluorescence; hits give high values; B-score at 10 µM; actives 0.49% (n = 310,000); AID 2237, 2010;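 active = B-score above 5 SD of library B-scores, and initial fluorescence ratio not above library mean plus 5 SD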;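 also: positive B-score marks a calcium rise read as TRPC4 activation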
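Assay system: HEK293 stable line with TRPC4beta plus mu-opioid receptor; schedule: 45 min room-temperature Fluo4 loading, 110 s read; technique: kinetic Fluo4 calcium fluorescence; evaluation: integrated baseline-normalised fluorescence ratio, converted to per-well B score; controls: buffer (low) and maximal DAMGO (high)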
Dyrk1A ADPGlo: rat Dyrk1A kinase inhibitors, primary screen, biochemical, single point, plate reader; Dual specificity tyrosine-phosphorylation-regulated kinase 1A (Rattus norvegicus), Q63470; ADP-Glo luminescence, NFATc1 peptide; inhibition, % at 12.5 µM; actives 0.43% (n = 310,000); AID 504441, 2011; in the data active = inhibition above about 50%;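 also: plate controls were vehicle with enzyme for no effect and no enzyme for full effect; many of its hits are not listed in these tables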
KCNK3 inh: human KCNK3 channel inhibitors, primary screen, CHO cells, FluxOR thallium flux, B-score | Potassium channel subfamily K member 3 (Homo sapiens), O14649 | FluxOR fluorescence; hits give low values | B-score at 10 µM | actives 0.84% (n = 340,000) | AID 602410, 2012;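 active = B-score under library mean minus 4 SD, starting fluorescence ratio at most library mean plus 5 SD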;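 also: more negative B-score means stronger inhibition of thallium flux through KCNK3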
TRPC4 block: inhibitors of mouse TRPC4 channel, primary screen, Fluo4 calcium, HEK293 TRPC4beta/mu-opioid cells. AID 2247, 2010. B-score at 10 µM. actives 0.39% (n = 300,000). DAMGO-evoked Fluo4 calcium flux; hits give low values;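 active = B-score over 3 SD under the library average, no early fluorescence shift, positive overall ratio signal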
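Assay system: Stable TRPC4beta/mu-opioid receptor HEK293 cells | Reagent: DAMGO in two steps, submaximal then maximal | Compound dosing: Single concentration per test compound | Signal: Fluo4 Ca2+ flux fluorescence | Evaluation: Per-well B score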
Numbers without * were called inactive; i = inactive; ? = inconclusive; nt = no result given.

cpd	Compound	hERG rescue	KCNQ1 inh	PolyA inh	KCNK9 block	Platelet DG rel	TRPC4 potent	KCNQ1 pot	TRPC4 agonist	Dyrk1A ADPGlo	KCNK3 inh	TRPC4 block
1	C/C(=N\NC(=O)c1cc(-c2ccc(C)s2)[nH]n1)c1ccncc1	-7	i	i	i	13	i	i	i	1	i	i
2	CC(C)C1Oc2ccccc2N(CC(=O)N2CCOCC2)C1=O (stereo unspecified)	-5	i	i	i	1	i	i	i	-3	i	i
3	CCOC(=O)C1=C(CP(=O)(c2ccccc2)c2ccccc2)NC(=O)NC1c1ccc(Cl)cc1 (stereo unspecified)	-4	i	i	i	18	i	i	i	-6	i	i
4	O=C(COc1ncnc2cc([N+](=O)[O-])ccc12)NCc1ccc2c(c1)OCO2	-6	i	i	i	2	i	i	i	5	i	i
5	Cc1cccc(N2CCN(C(=O)c3cccs3)CC2)c1C	-15	i	i	i	-3	i	i	i	-3	i	i
6	COc1ccc(NC(=O)Cn2nnc(-c3ccccc3F)n2)cc1	2	i	nt	i	nt	i	i	i	-10	i	i
7	COC(=O)C1=C(C(=O)c2ccc(C)cc2)C(c2ccc(O)c(OC)c2)n2nnnc2N1 (stereo unspecified)	-5	i	i	i	-15	i	i	i	-3	i	i
8	CCN(C(=O)COC(=O)c1cccc(-n2cnnn2)c1)C1CCCCC1	-9	i	i	i	-1	i	i	i	-3	i	i
9	Cc1nn(Cc2ccc(C(=O)NC3CCCCC3)o2)c(C)c1Br	-16	6*	i	i	-2	i	i	i	4	i	i
10	CN(c1ccccc1)S(=O)(=O)c1cc(C(=O)N2CCN(c3ccccn3)CC2)ccc1Cl	-12	i	i	i	-1	i	i	i	6	i	i
11	CC(C)=NNc1cc([N+](=O)[O-])cc2c1C(=O)N(C)S2=O (stereo unspecified)	-7	i	i	i	0	i	i	i	0	i	i
12	COc1cc(NC(=O)c2cccc(C)c2)c(OC)cc1NC(=O)CN1CCCCC1	-5	i	i	i	1	i	i	i	5	i	i
13	COc1ccc(C2=NOC3(CC(=O)N(c4ccc(F)cc4)C3=O)C2)c(OC)c1 (stereo unspecified)	-4	i	i	i	0	i	i	i	-6	i	i
14	CC(=O)Nc1sc2c(c1CN1CCN(c3ccccn3)CC1)CCCC2	-12	i	i	i	-12	i	i	i	0	i	i
15	COc1cccc(CNC(=O)c2ccccc2NC(=O)C2=C(C)OCCS2)c1OC	-8	i	i	i	5	i	i	i	-2	i	i
16	CCOC(=O)Cc1ncccc1C(=O)Nc1ccc(OC)cc1	-12	i	i	i	-1	i	i	i	-1	i	i
17	Cc1ccc(C(=O)N2N=C(c3ccccc3O)CC2c2ccccc2)cc1 (stereo unspecified)	0	i	i	i	8	i	i	i	0	i	i
18	O=C(NNc1nc2ccccc2s1)Nc1ccccc1	-16	i	i	i	2	i	i	i	-3	i	i
19	O=c1nc(C(F)(F)F)nc2ccccn12	-11	i	i	i	1	i	i	i	2	i	i
20	Cc1ccccc1NC(=O)Cc1nc(COC(=O)c2ccc(O)cc2O)cs1	-11	i	i	i	1	i	i	i	-2	i	i
21	C=CCn1c(C)cc(C(=O)CN2C(=O)NC3(CCCc4ccccc43)C2=O)c1C (stereo unspecified)	-8	i	i	i	5	i	i	i	1	i	i
22	Cc1ccc(NC(=O)C2(S(=O)(=O)c3ccc(Cl)cc3)CC2)c(Br)c1	-10	i	i	i	7	i	i	i	-1	i	i
23	CCN(CC)S(=O)(=O)c1ccc(-n2c(=O)c(C(C)C)c(C)n2C)cc1	-6	i	i	i	3	i	i	i	3	i	i
24	Cc1cccc2cc(CN(Cc3ccc(F)cc3)C(=O)N3CCOCC3)c3nnnn3c12	-13	i	i	i	2	i	i	i	0	i	i
25	Cn1nc(C(F)(F)F)cc1C(=O)Nc1ccc(Cl)cc1	-7	i	i	i	7	i	i	i	13	i	i
26	C=CCn1c(O)c(C(CC)=NCCN2CCOCC2)c(=O)[nH]c1=O	-10	i	i	i	1	i	i	i	6	i	i
27	CCOC(=O)C1CCCN(Cc2ccc3c(c2)OCO3)C1 (stereo unspecified)	-9	i	i	i	2	i	i	i	0	i	i
28	CN1CCN(c2nc(-c3ccccc3Cl)nc3ccccc23)CC1	-7	i	i	i	6	i	i	i	8	i	i
29	O=C(NNc1c2ccccc2nc2ccccc12)c1ccc(Cl)cc1	-8	i	i	i	1	i	i	i	0	i	i
30	Cc1cc(C)c2c(CC(=O)NC3CCS(=O)(=O)C3)coc2c1 (stereo unspecified)	-7	i	i	i	7	i	i	i	-2	i	i
31	Fc1ccc(NC(=S)N/N=C/c2cccc(Br)c2)c(F)c1	-6	i	i	i	-6	i	i	i	-9	i	i
32	CC(C)N(C(=O)Cn1c(SCC(=O)Nc2nccs2)nc2ccccc21)C(C)C	-10	i	i	i	-2	i	i	i	-6	i	i
33	Cc1ccc(CC2S/C(=N/N=C/c3ccco3)NC2=O)cc1 (stereo unspecified)	-11	i	i	i	7	i	i	i	nt	i	i
34	Cc1cc(Br)c(NC(=O)COC(=O)C2CC2C)c(Br)c1 (stereo unspecified)	3	i	i	i	-4	i	i	i	-1	i	i
35	COC(=O)C(C)n1cnc2c(nnn2-c2cccc(Cl)c2)c1=O (stereo unspecified)	-12	i	i	i	2	i	i	i	2	i	i
36	CC(C)(CO)CNC(=O)CCc1nnc(CCCc2ccccc2)o1	-8	i	i	i	2	i	i	i	6	i	i
37	O=C(O)CC1Sc2ccccc2NC1=O (stereo unspecified)	-4	i	i	i	?	i	i	i	3	i	i
38	CC(=O)Nc1ccc(S(=O)(=O)NC(CC(=O)O)c2ccc(C)cc2)cc1 (stereo unspecified)	-7	i	i	i	7	i	i	i	5	i	i
39	CCOC(=O)Cc1csc(NC(=O)c2cc3ccccc3o2)n1	-4	i	i	i	5	i	i	i	nt	i	i
40	CCCCn1nc2cc(C(=O)NCC34CC5CC(CC(C5)C3)C4)ccc2c1OC	-7	i	i	i	-4	i	i	i	6	i	i

Among those listed so far, two contain a COOH group.
cpd	Compound	hERG rescue	KCNQ1 inh	PolyA inh	KCNK9 block	Platelet DG rel	TRPC4 potent	KCNQ1 pot	TRPC4 agonist	Dyrk1A ADPGlo	KCNK3 inh	TRPC4 block
37	O=C(O)CC1Sc2ccccc2NC1=O (stereo unspecified)	-4	i	i	i	?	i	i	i	3	i	i
38	CC(=O)Nc1ccc(S(=O)(=O)NC(CC(=O)O)c2ccc(C)cc2)cc1 (stereo unspecified)	-7	i	i	i	7	i	i	i	5	i	i

(further entries)
cpd	Compound	hERG rescue	KCNQ1 inh	PolyA inh	KCNK9 block	Platelet DG rel	TRPC4 potent	KCNQ1 pot	TRPC4 agonist	Dyrk1A ADPGlo	KCNK3 inh	TRPC4 block
41	Cc1ccc(S(=O)(=O)N(C)C)cc1NC(=O)COC(=O)c1c(-c2ccccc2)noc1C	-14	i	i	i	-25	i	i	i	5	-9*	i
42	CCC(=O)c1c[nH]c(C(=O)NCc2cccnc2)c1	-15	i	i	i	-9	i	i	i	5	i	i
43	Cc1ccccc1C(=O)O/N=C(\N)c1cccc([N+](=O)[O-])c1	-12	i	i	i	0	i	i	i	1	i	i
44	Cc1cc(=O)n2[nH]nnc2n1	-2	i	i	i	1	i	i	i	-1	i	i
45	COc1ccc(C(=O)O/N=C(/c2ccccc2)c2ccncc2)cc1OC	-6	i	i	i	13	i	i	i	8	i	i
46	COc1cccc(/C=C(\C(=O)O)c2ccccc2)c1	-4	i	i	i	3	i	i	i	-1	i	i
47	Cc1ccc(S(=O)(=O)N(Cc2ccc(F)cc2)Cc2ccco2)cc1	-6	6*	i	i	-15	i	i	i	0	i	i
48	CN(C)CC(C)(C)CNS(=O)(=O)c1ccc(OC(F)(F)F)cc1	-11	i	i	i	-2	i	i	i	nt	i	i
49	CCOc1ccc(N2C(=O)CC(N3CCN(c4ccc(C(=O)c5ccncc5)cc4)CC3)C2=O)cc1 (stereo unspecified)	-5	i	i	i	1	i	i	i	5	i	i
50	O=C(CSc1nc(NS(=O)(=O)c2ccccc2)cc(=O)[nH]1)Nc1ccccc1C(F)(F)F	-4	i	i	i	-1	i	i	i	-1	i	i
51	O=C(c1cccc(Cl)c1)N1CCCC(c2ccc(Cl)cc2)=N1	1	i	i	i	-3	i	i	i	nt	i	i
52	O=C(CCCn1nnc(-c2cccnc2)n1)c1ccc(F)cc1	-2	i	i	i	-5	i	i	i	1	i	i
53	Cc1ccccc1Nc1nc2ccccc2s1	-5	i	i	i	-2	i	i	i	2	i	i
54	Cc1ccc2oc(C(=O)N3CCC(C(N)=O)(N4CCCCC4)CC3)c(C)c2c1	-7	i	i	i	-8	i	i	i	-5	i	i
55	CN(C)CCN(CC1CCCN(Cc2ccccc2F)C1)C(=O)c1ccc(Cl)cc1 (stereo unspecified)	0	i	i	i	0	i	i	i	-3	i	i
56	Fc1ccc(N2CCN(C(=S)NCC3CCCO3)CC2)cc1 (stereo unspecified)	-8	i	i	i	0	i	i	i	-4	i	i
57	Cc1ccc(CNS(=O)(=O)c2c(C)[nH]c(C)c2C(=O)N2CCCC2)cc1	-1	i	i	i	7	i	i	i	4	i	i
58	Cc1ccc(/C=C2\C(=O)NC(=O)N2C)o1	-14	i	i	i	1	i	i	i	7	i	i

These rows are one share of the data. The share of hits here may be higher or lower than overall.
